Large T inhibition – SV40 large T antigen inhibitors, biochemical (AID 1903); SV40 large T antigen ATPase/helicase inhibition assay; higher % means a stronger effect; inhibition, % at 20 µM; hits with a dose series show IC50 in µM; 310,000 compounds, 0.39% hits; in the data active = a potency from the dose series; inconclusive = inhibition mostly from about 32% at the one dose, without a potency; inactive = the rest, 99 in 100 with inhibition below about 32%; also: strong numbers were not always called active
Dengue-2 NS5 capping – flavivirus cap methylation enzyme inhibition – biochemical, confirmation dose response, primary screen (AID 588689). 340,000 compounds, 0.3% hits. one-dose inhibition, % at 25 µM; IC50 in µM for titrated hits. Dengue-2 NS5 methyltransferase capping enzyme assay, biochemical; higher % means a stronger effect; in the data active = a potency from the dose series; inconclusive = inhibition above about 29% without an active follow-up result
RSV CPE inhibition – RSV antiviral activity via CPE protection, HEp-2 cells, primary 10 µM value included (AID 2391) | CPE inhibition, % at 10 µM, or IC50 in µM where a hit was titrated | 310,000 compounds, 0.13% hits | HEp-2 cells, RSV-induced CPE inhibition; higher % means a stronger effect; in the data active = a potency from the dose series; inconclusive = CPE inhibition mostly from about 23% at the one dose, without a potency; inactive = the rest, 99 in 100 with CPE inhibition below about 21%; also: strong numbers were not always called active
K1F lysis inhibition – protection from phage-mediated lysis, alamar blue read-out – E. coli UTI89, K1F phage, bacterial capsule biogenesis inhibitors (AID 488966) | inhibition, % at 100 µM; hits with a dose series show IC50 in µM | 340,000 compounds, 0.02% hits | E. coli UTI89 K1F phage lysis, alamar blue, 2 h; higher % means a stronger effect;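 active = phage lysis inhibition, versus mean bacterial control, above a set limit; inconclusive = no clear call, values can overlap the other calls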;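 also: capsule biogenesis inhibitors block K1F phage lysis so surviving cells raise fluorescence; higher fluorescence means more inhibition of phage lysis; actives were called in the ten point dose series up to 300 µM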
Salmonella PhoP GFP – inhibitors of PhoP regulon expression, primary screen, Salmonella Typhimurium, GFP reporter (AID 1863). S. Typhimurium PhoP-regulated promoter GFP reporter, 4 h; higher % means a stronger effect. 300,000 compounds, 0.16% hits. inhibition, % at 50 µM, or IC50 in µM where a hit was titrated;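 active = inhibition over 29.93%, a cutoff 3 SD above the screen mean, later confirmed by dose response; inconclusive = inhibition over 29.93% but no dose response follow-up; inactive = inhibition at most 29.93% or unconfirmed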;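 also: 0% = low Mg2+ inducing control and 100% = high Mg2+ repressing control; strong numbers were not always called active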
GPR35 antagonists – inhibition of zaprinast-stimulated GPR35 beta-arrestin translocation – imaging, U2OS, beta-arrestin-GFP, zaprinast agonist, primary screen (AID 2058). 290,000 compounds, 0.052% hits. U2OS GPR35 beta-arrestin-GFP translocation imaging, zaprinast antagonism; higher % means a stronger effect. one-dose inhibition, % at 10 µM; IC50 in µM for titrated hits;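 active = inhibition of at least 50% with at least 30 cells and total cytoplasm GFP at most 10,000,000; inconclusive = under 30 cells or total GFP of 10,000,000 plus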
HIV peptide binding – inhibitors of HIV fusion peptide binding, primary screen, biochemical, uHTS, fluorescence dequenching (AID 1986). cell-free peptide binding, fluorescence dequenching, 30 min; higher % means a stronger effect. 290,000 compounds, 0.3% hits. inhibition, % at 20 µM, or IC50 in µM where a hit was titrated; in the data active = inhibition mostly above about 52%, no sharp cut-off; inactive = mostly below about 76%; also: some results filed as inactive read as strong as hits
GPR55 antagonists – inhibition of LPI-stimulated GPR55 beta-arrestin translocation – imaging, U2OS, beta-arrestin-GFP, LPI agonist, primary screen (AID 2013) | U2OS GPR55 beta-arrestin-GFP translocation imaging, LPI antagonism; higher % means a stronger effect | inhibition, % at 10 µM, or IC50 in µM where a hit was titrated | 290,000 compounds, 0.13% hits;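 active = spots per cell inhibited over 60%, with over 100 cells counted and total cytoplasm intensity under 500,000; inconclusive = wells with under 100 cells, flagged as likely toxic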;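 also: U2OS cells stably carrying GPR55 and arrestin-GFP stimulated by 5 µM LPI near EC80; imaged beta-arrestin-GFP aggregate spots per cell after agonist stimulation; plate controls were LPI-stimulated DMSO wells for no effect and DMSO wells without LPI for full effect; some results filed as inactive read as strong as hits; confirmed hits need IC50 under 10 µM and bright autofluorescent wells are also inconclusive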
Rac1 GTP hydrolysis – MgcRacGAP GTPase-activating activity inhibitors, confirmation, biochemical, ADP Hunter fluorescence; one-dose inhibition, % at 30 µM; IC50 in µM for titrated hits; MgcRacGAP-stimulated Rac1 GTP hydrolysis, ADP Hunter fluorescence; higher % means a stronger effect; GST-tagged Rac1 F28L mutant substrate; AID 624330; 340,000 compounds, 0.6% hits;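 active = first-screen hits whose inhibition reached a set limit at any dose in the follow-up dose series; inconclusive = inhibition above the set first-screen limit but never retested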;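 also: fluorescence reports GDP produced by GAP-driven GTP hydrolysis; strong numbers were not always called active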
Dengue-2 NS5 capping pilot replicate – further read-out of Dengue-2 NS5 capping, marked with its call; inhibition, %; measured here: pilot screen replicate inhibition
Starred values were filed as active, the others as inactive; ? = inconclusive; . = no result given; [ ] = remark or other dose.

SMILES	Large T inhibition	Dengue-2 NS5 capping	RSV CPE inhibition	K1F lysis inhibition	Salmonella PhoP GFP	GPR35 antagonists	HIV peptide binding	GPR55 antagonists	Rac1 GTP hydrolysis	others
C[C@H]1C(=O)O[C@@H]2CCN3CC=C(COC(=O)[C@](C)(O)[C@]1(C)O)[C@H]23	28.4%	3.0%	-0.3%	-0.1%	-4.3%	.	.	.	-1.7%
Cc1ccc(/C=C2\C(=O)NC(=O)N(CCc3ccc(F)cc3)C2=O)s1	11.4%	5.3%	1.3%	0.3%	-8.6%	-1.6%	6.3%	5.4%	13.0%
CCCC(C)n1[nH]c(=O)c2c1NC(=O)CSC2c1ccc(OC)c(OC)c1 (stereo unspecified)	2.6%	0.7%	1.0%	0.1%	5.5%	5.2%	1.2%	-10.5%	7.9%
O=[N+]([O-])c1ccc(N2CCNCC2)cc1NCc1ccco1	3.6%	-2.9%	-0.8%	3.1%	24.6%	15.8%	-1.3%	-1.9%	0.4%
Cc1cccc2c1N(N=O)CCC2	28.1%	-2.5%	3.0%	4.8%	0.2%	4.6%	-3.3%	10.0%	1.2%
O=C(Cc1ccccc1)NC(Oc1ccccc1Cl)C(Cl)(Cl)Cl (stereo unspecified)	11.4%	0.0%	2.6%	-0.6%[50 µM]	-13.5%	-1.6%	2.4%	-1.7%	7.3%
Brc1cccc(CNCCc2ccc3c(c2)OCO3)c1	4.9%	-9.5%	-0.4%	1.9%	2.7%	0.4%	0.8%	-1.4%	179µM*
C#C[C@]1(O)CC[C@H]2[C@@H]3CCC4=CC(=O)CC[C@]4(C)[C@H]3CC[C@@]21C	5.7%	7.3%	-0.1%	6.1%	0.0%	3.0%	2.4%	2.5%	8.6%
CN1C(=O)C(=Cc2ccccc2OCc2ccc(C(=O)O)cc2)C(=O)N(C)C1=O	14.8%	27.3%	0.2%	-1.9%	2.0%	7.2%	5.4%	12.2%	17.3%
O=C1CN=C(c2ccc(Cl)cc2)c2oc3ccccc3c2N1	1.4%	.	0.9%	.	-10.7%	11.8%	-0.1%	12.7%	.
O=c1[nH]c(=S)[nH]c(O)c1N=Nc1ccc(S(=O)(=O)N2CCOCC2)cc1	7.0%	16.2%	-1.1%	0.1%	-1.2%	1.7%	1.1%	-7.8%	-6.3%
COP(=O)(C#Cc1ccccc1)C(O)c1ccc(Br)cc1 (stereo unspecified)	7.8%	-3.8%	0.6%	-0.3%	-8.9%	-15.3%	0.3%	3.7%	2.8%
O=C1NC(=O)C(CCc2ccncc2)(C2CCCCC2)C(=O)N1	-0.1%	-3.4%	0.3%	-0.4%	-5.7%	14.8%	-0.5%	-0.1%	-2.9%
CCOC(C(=O)OCCC[N+](C)(CC)CC)(c1ccccc1)c1ccccc1	19.1%	-7.6%	-0.2%	2.3%[50 µM]	-5.2%	-7.8%	-1.3%	8.0%	-0.6%
CN(C)S(=O)(=O)c1cc(C(=O)N2CCC(C(=O)O)(c3ccccc3)CC2)ccc1Cl	9.1%	-0.8%	1.3%	-0.1%	1.2%	-1.9%	0.3%	10.2%	1.2%
O=C(COc1ccccc1)N1CCN(Cc2c[nH]c3ccccc23)CC1	11.5%	-3.8%	0.3%	-0.4%	3.6%	11.2%	4.2%	8.7%	?
Cc1cc(=O)[nH]c(SCc2nc3ccccc3c(=O)n2-c2ccccc2C)n1	8.1%	0.8%	-0.2%	0.2%	-3.5%	-3.0%	-0.7%	6.6%	6.8%
O=C(Cc1ccccc1)N1CCN(Cc2c[nH]c3ccccc23)CC1	-9.0%	-1.0%	-1.3%	-0.2%	20.2%	-1.6%	10.9%	4.4%	-2.4%
COc1cc(C(=O)N/N=C/C23CC[C@@H](O)CC2(O)CC[C@@H]2[C@@H]3CCC3(C)C(C4=CC(=O)OC4)CCC23O)ccc1O (stereo partly specified)	25.3%	-14.7%	2.3%	-0.2%	-10.2%	-1.1%	-1.1%	13.9%	16.1%
CCOC(=O)C1=C(N)Oc2ccccc2C12C(=O)N(CC(=O)OC)C(CC(=O)OC)=C2C(=O)OC (stereo unspecified)	-0.9%	-4.9%	-0.4%	0.1%	7.1%	4.2%	-1.2%	0.5%	-0.2%
c1ccc2c(N3CCNCC3)nsc2c1	0.0%	-6.8%	-3.8%	0.5%	-3.1%	7.7%	1.1%	0.5%	15.4%
O=C1Nc2ccc(Br)cc2C(c2ccccc2Cl)=NC1O (stereo unspecified)	4.9%	8.4%	0.6%	1.4%	-2.1%	0.5%	0.1%	10.6%	5.8%
CCC(=NCc1ccco1)c1c(O)n(-c2ccc(C)cc2)c(=O)[nH]c1=O	7.8%	-4.8%	.	-2.3%	-6.4%	9.4%	-2.9%	4.2%	-0.4%
O=C1NC(=O)C(=Cc2ccc(N3CCOCC3)cc2)C(=O)N1	21.4%	23.8%	0.5%	0.2%	1.9%	5.9%	0.7%	-10.7%	8.5%
CC(Cc1ccccc1)N1C(=O)c2ccccc2C1=O (stereo unspecified)	4.0%	0.0%	1.8%	0.0%	7.8%	5.2%	-1.0%	11.0%	7.0%	Dengue-2 NS5 capping pilot replicate=-4.6
Cc1c(N=Cc2c(O)n(C)c(=O)[nH]c2=O)c(=O)n(-c2ccccc2)n1C	15.5%	.	1.4%	.	-4.6%	20.7%	1.8%	-6.3%	.
CC(=O)c1ccc(OC(=O)N(C)c2ccccc2)cc1	8.6%	3.6%	1.0%	-0.1%	-0.7%	-5.8%	-2.0%	9.6%	8.2%

Gathered by group, those above containing sulfur
SMILES	Large T inhibition	Dengue-2 NS5 capping	RSV CPE inhibition	K1F lysis inhibition	Salmonella PhoP GFP	GPR35 antagonists	HIV peptide binding	GPR55 antagonists	Rac1 GTP hydrolysis	others
Cc1ccc(/C=C2\C(=O)NC(=O)N(CCc3ccc(F)cc3)C2=O)s1	11.4%	5.3%	1.3%	0.3%	-8.6%	-1.6%	6.3%	5.4%	13.0%
CCCC(C)n1[nH]c(=O)c2c1NC(=O)CSC2c1ccc(OC)c(OC)c1 (stereo unspecified)	2.6%	0.7%	1.0%	0.1%	5.5%	5.2%	1.2%	-10.5%	7.9%
O=c1[nH]c(=S)[nH]c(O)c1N=Nc1ccc(S(=O)(=O)N2CCOCC2)cc1	7.0%	16.2%	-1.1%	0.1%	-1.2%	1.7%	1.1%	-7.8%	-6.3%
CN(C)S(=O)(=O)c1cc(C(=O)N2CCC(C(=O)O)(c3ccccc3)CC2)ccc1Cl	9.1%	-0.8%	1.3%	-0.1%	1.2%	-1.9%	0.3%	10.2%	1.2%
Cc1cc(=O)[nH]c(SCc2nc3ccccc3c(=O)n2-c2ccccc2C)n1	8.1%	0.8%	-0.2%	0.2%	-3.5%	-3.0%	-0.7%	6.6%	6.8%
c1ccc2c(N3CCNCC3)nsc2c1	0.0%	-6.8%	-3.8%	0.5%	-3.1%	7.7%	1.1%	0.5%	15.4%

Quoted from the results shown (three entries):
SMILES	Large T inhibition	Dengue-2 NS5 capping	RSV CPE inhibition	K1F lysis inhibition	Salmonella PhoP GFP	GPR35 antagonists	HIV peptide binding	GPR55 antagonists	Rac1 GTP hydrolysis	others
Cc1cc(=O)[nH]c(SCc2nc3ccccc3c(=O)n2-c2ccccc2C)n1	8.1%	0.8%	-0.2%	0.2%	-3.5%	-3.0%	-0.7%	6.6%	6.8%
O=C(Cc1ccccc1)N1CCN(Cc2c[nH]c3ccccc23)CC1	-9.0%	-1.0%	-1.3%	-0.2%	20.2%	-1.6%	10.9%	4.4%	-2.4%
COc1cc(C(=O)N/N=C/C23CC[C@@H](O)CC2(O)CC[C@@H]2[C@@H]3CCC3(C)C(C4=CC(=O)OC4)CCC23O)ccc1O (stereo partly specified)	25.3%	-14.7%	2.3%	-0.2%	-10.2%	-1.1%	-1.1%	13.9%	16.1%

Source: PubChem (several laboratories)

These rows are one share of the data; count on the stated rates, not on these rows.
